Screening results (PubChem BioAssay)
FLuc modulator: qHTS profiling assay for firefly luciferase inhibitor/activator using purifed enzyme and Km concentrations of substrates (counterscreen for miR-21 project); purified FLuc, Km substrates, luminescence inhibition; Potency, µM (top dose mostly 57.5 µM), for inactives: at the highest dose activity change, negative = inhibition, most hits filed as inhibitors; hit rate 6.9% among 360,000; AID 588342, 2011;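 further: potency means the concentration at half of the fitted maximal effect; plate controls were vehicle for no effect and reference inhibitor for full effect; nearly all actives have a fitted effect of over 55% in size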
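Purified P. pyralis luciferase, 10 nM final, with Km-level 10 uM D-luciferin and 10 uM ATP in 50 mM Tris acetate pH 7.5, 10 mM Mg acetate, 0.01% Tween-20, 0.05% BSA; 6-point qHTS titration about 60 µM downward; luminescence read.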
ELG1 genotox: qHTS screen for small molecules that induce genotoxicity in human embryonic kidney (HEK293T) cells expressing luciferase-tagged ELG1. AID 504466, 2011. HEK293T ELG1-luciferase reporter, luminescence, 16 h. Potency, µM (top dose mostly 46 µM), without a hit: at the highest dose activity change, positive = activation, usual class: activators. hit rate 1.3% among 330,000; further: potency means the concentration at half of the fitted maximal effect; % of control where 0% means no effect; nearly all actives have a fitted effect of over 60% in size
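Cells (2,000/well) expressing the ELG1-luciferase fusion are dosed by pin tool and kept 16 hr at 37 °C, 5% CO2. Signal comes from ONE-Glo luciferase reagent after 30 min at room temperature.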
Giardia killer: Small Molecules that selectively kill Giardia lamblia: qHTS; Giardia lamblia trophozoite viability; hit rate 0.15% among 340,000; activity change, % at 7.66 µM, hits read low; in the data active means activity change below about -80%; inconclusive means between about -30% and that limit;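 further: parasites exposed to compound for two days anaerobically before the ATP read; on the % scale 0 is the no-effect control and ±100 the full control effect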
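Killing of trophozoites was scored by loss of ATP luminescence after a 48 hrs anaerobic exposure to compounds at 37 deg C, using 100 cells per well.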
Tb PFK block: qHTS Assay to Find Inhibitors of T. brucei phosphofructokinase; ATP-dependent 6-phosphofructokinase (Trypanosoma brucei brucei), O15648; hit rate 0.17% among 330,000; Potency, µM (highest dose often 57.5 µM), for the others: at the highest dose activity, negative = inhibition, most hits filed as inhibitors; AID 485367, 2010; T. brucei PFK, ADP-Glo luminescence;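 further: potency means the concentration at half of the fitted maximal effect; 0% = uninhibited 1x PFK enzyme wells and -100% = no-enzyme wells; nearly all actives have a fitted effect of over 60% in size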
Target sequence (O15648 whole entry, looked up): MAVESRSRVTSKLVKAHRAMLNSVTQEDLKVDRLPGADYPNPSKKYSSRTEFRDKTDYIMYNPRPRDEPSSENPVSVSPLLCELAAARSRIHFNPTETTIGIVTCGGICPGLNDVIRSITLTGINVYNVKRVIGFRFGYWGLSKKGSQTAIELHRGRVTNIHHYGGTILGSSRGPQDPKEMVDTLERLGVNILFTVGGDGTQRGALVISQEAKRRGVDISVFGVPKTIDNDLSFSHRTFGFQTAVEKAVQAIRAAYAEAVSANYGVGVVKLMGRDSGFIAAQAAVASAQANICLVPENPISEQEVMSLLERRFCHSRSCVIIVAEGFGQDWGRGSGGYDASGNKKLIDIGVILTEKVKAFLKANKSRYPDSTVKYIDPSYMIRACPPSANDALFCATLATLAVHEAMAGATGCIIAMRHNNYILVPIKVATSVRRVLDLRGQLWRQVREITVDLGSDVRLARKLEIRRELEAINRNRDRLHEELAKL
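In TEA buffer at pH 8.0 with 5 mM MgCl2, enzyme (1.25 nM) converted F6P (0.5 mM) and ATP (0.1 mM) for 45 min at room temperature. ADP product was read by luciferase luminescence.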
FBPA coupling cs: qHTS Assay for Inhibitors of Fructose-1,6-bisphosphate Aldolase from Giardia Lamblia: Coupling assay counterscreen; activity change, negative = inhibition, % at 58.2 µM, hits read low; coupling enzyme system counterscreen, AmpLite Red fluorescence; hit rate 0.67% among 290,000; AID 2472, 2010; in the data active means activity change below about -30%; further: on the % scale 0 is the no-effect control and ±100 the full control effect
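First, compound is pin-transferred into glyceraldehyde-3-phosphate coupling-enzyme reagent at 57.5 uM final and held 10 min at RT. Next, substrate, coupling system and AmpLite Red are added. After 20 min RT, fluorescence (525/598 nm) is read.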
Rab9 promoter act: qHTS Assay for Rab9 Promoter Activators. Huh7 Rab9 promoter-luciferase reporter, luminescence, 24 h. Potency, µM (doses to about 9.22 µM), without a hit: top-dose activation, negative = inhibition, usual class: activators. hit rate 2.8% among 320,000; further: potency means the concentration at half of the fitted maximal effect; % of control where 0% means no effect; nearly all actives have a fitted effect of over 60% in size
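Rab9 promoter-driven luciferase in stably transfected Huh7 cells; 1500 cells/well rested 2 h, exposed to compound in DMSO for 24 h at 37 °C, 5% CO2. Luminescence read 10 min after adding luciferase reagent at ambient temperature.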
uPA surface inh: qHTS for Inhibitors of Cell Surface uPA Generation. hit rate 0.31% among 330,000. cell surface uPA generation assay, qHTS. Potency, µM (top dose mostly 38.3 µM), without a hit: at the top dose activity change, negative = inhibition, actives largely listed as inhibitors. AID 540303, 2011; active means well fitted inhibition curve with a large enough effect; inconclusive means small, poorly fitted or top-dose-only effect; inactive means no such curve, though single readings can be large or run the other way; tested in mouse RAW 264.7 cells; further: potency means the concentration at half of the fitted maximal effect; on the % scale 0 is the no-effect control and ±100 the full control effect; nearly all actives have a fitted effect of over 55% in size
NPC1 prom act: qHTS Assay for NPC1 Promoter Activators | Huh7 NPC1 promoter luciferase reporter, 24 h | Potency, µM (series often up to 9.22 µM), inactives show top-dose activation, actives largely listed as activators | hit rate 2.4% among 320,000 | AID 485313, 2010;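 further: potency means the concentration at half of the fitted maximal effect; % of control where 0% means no effect; nearly all actives have a fitted effect of over 60% in size; reporter is driven by a mutant NPC1 promoter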
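Cells: Huh7 expressing luciferase under the NPC1 promoter, 1500/well. Seeded 2 h, compound added, incubated 24 h at 37 °C. Luciferase reagent, 10 min ambient, then luminescence.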
Gal4-VP16 FLuc: VP16 counterscreen qHTS for inhibitors of ROR gamma transcriptional activity; Potency, µM (series often up to 53.6 µM), without a hit: at the top dose activity, negative = inhibition, actives largely listed as inhibitors; Drosophila S2 Gal4-VP16 UAS-luciferase, luminescence, 20 h; hit rate 3.5% among 310,000;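 further: Gal4-VP16 expression switched on by copper sulfate through the metallothionein promoter; potency means the concentration at half of the fitted maximal effect; on the % scale 0 is the no-effect control and ±100 the full control effect; nearly all actives have a fitted effect of over 50% in size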
KCNH2 3.1 block: qHTS for Inhibitors of KCHN2 3.1: Mutant qHTS | U2OS KCNH2 3.1, thallium flux FluxOr; hits give low values | hit rate 0.95% among 340,000 | AID 720553, 2013 | activity change, % (tested at about 1.8 µM) | Potassium voltage-gated channel subfamily H member 2, brain isoform KCNH2 3.1 (human);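 active means maximum activity change below -70%; inconclusive means maximum activity change from -70% to -50%; inactive means maximum activity change above -50%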;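 further: thallium influx rate constant from kinetic fluorescence after stimulation buffer; on the % scale 0 is the no-effect control and ±100 the full control effect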
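We transduce U2OS cells with the mutant 3.1 virus, culture them overnight, load FluxOr with Red40 quencher for 45 min, then add stimulation buffer and read kinetically for 2 min to derive a normalized rate constant.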
RORg inh: qHTS for inhibitors of ROR gamma transcriptional activity | Nuclear receptor ROR-gamma (Mus musculus), P51450 | Drosophila S2 Gal4-RORgamma UAS-luciferase reporter, 20 h | Potency, µM (doses to about 53.6 µM), for inactives: at the top dose activity change, negative = inhibition, most hits filed as inhibitors | hit rate 5.4% among 310,000; further: potency means the concentration at half of the fitted maximal effect; on the % scale 0 is the no-effect control and ±100 the full control effect; nearly all actives have a fitted effect of over 60% in size
Target sequence (P51450 whole entry, looked up, the tested form may be a part): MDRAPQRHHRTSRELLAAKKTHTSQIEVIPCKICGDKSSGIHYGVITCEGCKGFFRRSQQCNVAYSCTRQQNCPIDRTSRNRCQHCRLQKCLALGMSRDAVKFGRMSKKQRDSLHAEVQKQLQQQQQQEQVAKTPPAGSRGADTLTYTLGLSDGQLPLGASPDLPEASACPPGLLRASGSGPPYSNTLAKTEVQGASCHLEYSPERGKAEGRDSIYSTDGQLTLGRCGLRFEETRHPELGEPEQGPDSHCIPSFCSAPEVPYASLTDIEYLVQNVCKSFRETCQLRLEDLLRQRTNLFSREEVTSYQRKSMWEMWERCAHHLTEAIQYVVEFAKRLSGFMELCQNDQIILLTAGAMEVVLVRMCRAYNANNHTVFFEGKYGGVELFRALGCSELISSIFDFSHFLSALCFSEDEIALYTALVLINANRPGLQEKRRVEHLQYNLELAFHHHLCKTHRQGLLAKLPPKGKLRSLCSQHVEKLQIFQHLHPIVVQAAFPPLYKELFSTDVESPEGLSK
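A Gal4/UAS one-hybrid system in insect cells: metallothionein-promoter Gal4–ROR gamma fusion plus Photinus luciferase reporter. Copper sulfate 700 uM final, 20 hr ambient incubation, luminescent detection after 10 min with reagent.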
Numbers without * were called inactive; ? = inconclusive; nt = not tested or not shown; [ ] = dose if it differs, or a comment. Unless noted, the call rests on the fitted dose curve; in most records, active means well fitted curve in the direction sought with a large enough effect; inconclusive means small, poorly fitted or top-dose-only effect, or another doubt; inactive means no such curve, though single readings can be large; an effect the other way counts as inactive or inconclusive. The order is random; overall some 14% were active at least once.

The opening four compounds (preview)
cpd	Compound	FLuc modulator	ELG1 genotox	Giardia killer	Tb PFK block	FBPA coupling cs	Rab9 promoter act	uPA surface inh	NPC1 prom act	Gal4-VP16 FLuc	KCNH2 3.1 block	RORg inh
1	Cc1cccc(NC(=O)C2CCCN(C(=O)NC3CCCCC3)C2)c1C (stereo not given)	-2%	3%	-4	6%	1	-4%	1%	5%	0%	-13	13%
2	COc1cc(CN2CCc3ccc(NC(=O)CCc4ccccc4OC)cc3C2)ccc1O	-5%	-12%	12	-4%	2	5%	-8%	1%	-14%	-22	-19%
3	CCCCOc1ccc(C(=O)OCC(=O)N2CCOCC2)cc1	-2%	3%	28	-1%	1	1%	-1%	2%	-20%	18	10%
4	Cc1cc(C)n(CC(=O)c2ccc(Cl)cc2)n1	0%	-1%	-12	-2%	2	-30%[inhibitor]	2%	-1%	20%	3	-6%

This part in full, from the first entry:
cpd	Compound	FLuc modulator	ELG1 genotox	Giardia killer	Tb PFK block	FBPA coupling cs	Rab9 promoter act	uPA surface inh	NPC1 prom act	Gal4-VP16 FLuc	KCNH2 3.1 block	RORg inh
1	Cc1cccc(NC(=O)C2CCCN(C(=O)NC3CCCCC3)C2)c1C (stereo not given)	-2%	3%	-4	6%	1	-4%	1%	5%	0%	-13	13%
2	COc1cc(CN2CCc3ccc(NC(=O)CCc4ccccc4OC)cc3C2)ccc1O	-5%	-12%	12	-4%	2	5%	-8%	1%	-14%	-22	-19%
3	CCCCOc1ccc(C(=O)OCC(=O)N2CCOCC2)cc1	-2%	3%	28	-1%	1	1%	-1%	2%	-20%	18	10%
4	Cc1cc(C)n(CC(=O)c2ccc(Cl)cc2)n1	0%	-1%	-12	-2%	2	-30%[inhibitor]	2%	-1%	20%	3	-6%
5	CCOc1ccc(CCN2CN(C3CCCCC3)CNC2=S)cc1OCC	1%	-9%	-9	3%	-1	-1%	0%	1%	8.9µM*	14	2.8µM*
6	Cc1ccc(NC(=O)Cn2nc(C)cc2C)cc1	-5%	1%	-7	-2%	5	12%	2%	1%	1%	-12	4%
7	CCOc1ccc(N(CC(=O)N2CCN(Cc3ccccc3)CC2)S(C)(=O)=O)cc1	-3%	-1%	-14	1%	2	-1%	-11%	-5%	nt	-10	nt
8	O=C1c2ccccc2NC(c2ccco2)N1NS(=O)(=O)c1ccccc1 (stereo not given)	0%	-1%	7	-1%	-1	-9%	-2%	-1%	1%	-2	-1%
9	O=C(O)c1cc(N/N=C/C=C/c2ccccc2[N+](=O)[O-])ccc1Cl	19µM*	?	8	?	5	3.5µM*	9%	1.4µM*	?	21	36%
10	CCNc1nc(NC(C)C)nc(N(C#N)Cc2ccccc2)n1	-1%	-2%	-12	-9%	1	1%	-4%	1%	6%	-3	14%
11	Nc1nc(CSC(=S)N2CCOCC2)nc(Nc2ccc(F)cc2)n1	?	?	-9	0%	0	?	14%	26%	?	-115*	31%
12	O=C1[C@@H]2Cc3c([nH]c4ccccc34)C(c3cccc([N+](=O)[O-])c3)N2C(=O)CN1C1CCN(Cc2ccccc2)CC1 (stereo not given in full)	-2%	0%	nt	-6%	-6	-7%	nt	-17%	?	nt	?
13	COc1cc(NC(=O)CN2C(=O)NC3(CCOc4ccccc43)C2=O)cc(OC)c1 (stereo not given)	-7%	-2%	?	6%	nt	-2%	6%	3%	nt	1	nt
14	O=C(/C=C/c1ccccc1)NCC(=O)N/N=C/c1cccs1	-17%	1%	17	0%	nt	0%	2%	6%	3%	-13	13%
15	Cc1nn(C)c(C)c1Nc1ccc(N2C(=O)C3C4C=CC(C4)C3C2=O)cc1[N+](=O)[O-] (stereo not given)	-3%	-3%	3	3%	-4	0%	-1%	-4%	5%	17	-2%
16	O=C(c1ccc(F)cc1)C1CCN(C(=O)NC2CCCCC2)CC1	9%	-1%	-11	3%	3	-5%	1%	-2%	?	-4	-12%
17	COCCNC(=O)CCCn1c(=O)c2cc(OC)c(OC)cc2n(CC(=O)Nc2ccccc2OC)c1=O	-3%	-1%	7	5%	0	1%	6%	-1%	-1%	16	8%
18	CCN(CC)S(=O)(=O)c1ccc(C(C)NCC(=O)Nc2ccccc2C(=O)NC2CC2)cc1 (stereo not given)	6%	0%	5	-6%	nt	0%	9%	1%	nt	-3	nt
19	NC(Cc1ccccc1)C(O)(c1ccccc1)c1ccccc1 (stereo not given)	-1%	-7%	-5	0%	0	-16%	21%	-2%	3%	-1	-40%
20	CN(Cc1ccccc1)C(=O)C1CCCN(c2ncnc3c2nc2n3CCCCC2)C1 (stereo not given)	1%	-4%	-7	-1%	2	-5%	-2%	-2%	3%	4	-2%
21	O=C(O)c1ccc(Oc2ccc(C(F)(F)F)cn2)cc1	?	8%	3	-12%	2	2%	-1%	0%	-5%	-1	21%
22	CCc1ccc(N2CCCn3c2nc2c3c(=O)n(CCN3CCOCC3)c(=O)n2C)cc1	4%	0%	nt	1%	0	3%	nt	0%	-19%	nt	10%
23	Cc1nc(Nc2nc3ccccc3o2)nc2c1CCC2	1.7µM*	?	-15	-8%	1	?	-4%	?	6.3µM*	5	2.8µM*
24	O=C(Nc1cccc(S(=O)(=O)Nc2ccc(Cl)cc2)c1)c1ccc(Cl)nc1	3%	0%	0	1%	-1	-23%	5µM*	-21%	3.2µM*	4	?
25	CCOc1ccc(/C=N/Nc2nc(N3CCCC3)nc(N3CCCC3)n2)cc1OC	?	-6%	-1	0%	nt	-2%	0%	-1%	?	-17	13µM*
26	CCOC(=O)Nc1cccc(NC(=O)c2ccccc2F)c1	?	-1%	20	-1%	-1	-7%	-7%	-4%	4%	9	-1%
27	O=S(=O)(NCc1ccccc1Cl)c1cnc[nH]1	0%	1%	3	-5%	2	-12%	3%	-2%	-7%	19	10%
28	COC(=O)C1=C2SC(C)C(=O)N2C(N)=C(C#N)C1c1ccc(OC)c(OC)c1 (stereo not given)	-5%	2%	6	-4%	2	-1%	8%	-7%	-3%	0	-21%
29	CCOC(=O)C1CCN(C(=O)Nc2ccc(OCc3ccccc3)cc2)CC1	-6%	3%	-1	0%	0	-3%	4%	1%	-2%	16	-11%
30	COc1cc(-c2cc(-c3nnco3)c3ccccc3n2)cc(OC)c1OC	-10%	-1%	-6	0%	-2	-1%	-12%	-1%	-4%	-2	-9%
31	COc1ccc(CC(=O)OCC(=O)NC(=O)NC2CCCC2)cc1	4%	-1%	2	2%	nt	0%	-23%	-4%	nt	7	nt
32	Cc1cccc(N2CCN(CC3CCCCC3)CC2)c1C	-1%	-4%	14	-3%	-1	-1%	-6%	-1%	-13%	1	-19%
33	Cc1nc2scc(-c3ccc(Cl)cc3)c2c(=O)o1	-2%	3%	1	2%	0	1%	7%	0%	-8%	-1	10%
34	CCC1(c2ccc(Cl)cc2)NC(=O)N(CC(=O)NC2CCCCCC2)C1=O (stereo not given)	0%	-1%	-6	-1%	nt	-8%	-1%	0%	nt	10	nt
35	O=C(CSc1cccc(C(F)(F)F)c1)NCc1ccccc1	3%	1%	2	0%	2	-1%	-2%	-5%	0%	1	-7%[10 µM]
36	CCOc1ccc(OCCCCn2ccnc2)cc1	-4%	0%	-4	0%	-1	-1%	0%	1%	-1%	15	-6%
37	Cc1cccc(N2CC(C(=O)Nc3nnc(SCC(=O)NCC4CCCO4)s3)CC2=O)c1 (stereo not given)	2%	6%	0	0%	nt	11%	4%	0%	-10%	6	-11%
38	Cn1c(Br)nc2c1c(=O)n(Cc1ccccc1)c(=O)n2C	0%	0%	21	-1%	6	-2%	-2%	1%	nt	1	nt
